NS3 helicase inh – inhibitors of Hepatitis C virus NS3 helicase; NS3 helicase DNA unwinding, Cy5 molecular beacon fluorescence; inhibition, % at 10.9 µM; 290,000 compounds, 0.56% hits; AID 1800;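 active = inhibition above the mean of all tested compounds plus 3 SD, set per campaign, cut at about 35% in these data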;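 note: 0% = DMSO wells and 100% = thioflavine S control wells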
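Measured by: Cy5 fluorescence, 0 and 60 min reads / Assay system: NS3 helicase fragment of HCV / Control set: low DMSO, high thioflavine S at 110 µM / Times: 1 h reaction at 25 °C, ATP-initiated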
p-CIP stab down – p/CIP protein destabilization; F442A p/CIP-EGFP cells, EGFP fluorescence, 16 h; AID 1984; 290,000 compounds, 0.01% hits; Q05BA5; decrease of EGFP signal, % at 10 µM;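 active = EGFP signal decrease of at least 30% at 10 µM or well 3 SD below plate mean, unless failing retest; inactive = the rest, including hits failing retest or dose response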; note: some compounds called inactive have numbers as strong as hits; many of its hits are not listed in these tables
UBC9 SUMO inh – blocks human SUMOylation mediated by UBC9 | 290,000 compounds, 0.36% hits | inhibition, % at 35 µM | HTRF SUMOylation assay, SAE1/SAE2 + UBC9, in vitro | AID 2006 | P63279; in the data active = inhibition above about 50%, passing the limit was not always enough; note: strong numbers were not always called active
VIM-2 inhibitor – blocks Pseudomonas aeruginosa VIM-2 metallo-beta-lactamase | purified VIM-2, nitrocefin hydrolysis, epi-absorbance fluorescence | inhibition, % at 5.6 µM | 290,000 compounds, 0.89% hits | AID 1527;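 active = inhibition above the mean of all tested compounds plus 3 SD, cutoff set per screening run, cut at about 7.5% in these data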;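 note: red hydrolysis product quenches plate fluorescence so inhibitors raise well fluorescence; 0% = enzyme with DMSO and 100% = DMSO without enzyme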
IMP-1 inhibitor – blocks Pseudomonas aeruginosa IMP-1 metallo-beta-lactamase. inhibition, % at 5.6 µM. purified IMP-1, nitrocefin hydrolysis, epi-absorbance fluorescence. 290,000 compounds, 0.45% hits;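 active = inhibition above the mean plus 3 SD of all compounds in the same screening run, cut at about 4.5% in these data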;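 note: 0% = IMP-1 with DMSO and 100% = DMSO wells lacking enzyme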
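assay system = purified recombinant IMP-1 metallo-beta-lactamase enzyme | schedule = 15 min preincubation plus 25 min reaction at 25 °C | signal = Epi-absorbance fluorescence, 480 nm excitation, 530 nm emission | read-out basis = percent inhibition from optical density relative to buffer-blank wells | controls = IMP-1 with DMSO as 0%, enzyme-free DMSO as 100%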
IDE cell activ – boosts human insulin-degrading enzyme activity in HEK cells | P14735 | FAbeta-B cleavage, fluorescence polarization; 0% vehicle, 100% cell-free pure enzyme wells | activation, % at 5.96 µM | 340,000 compounds, 0.073% hits;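 active = activation above the mean of all tested compounds plus 3 SD, set per screening campaign, cut at about 17% in these data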
Target sequence (P14735 whole entry, looked up): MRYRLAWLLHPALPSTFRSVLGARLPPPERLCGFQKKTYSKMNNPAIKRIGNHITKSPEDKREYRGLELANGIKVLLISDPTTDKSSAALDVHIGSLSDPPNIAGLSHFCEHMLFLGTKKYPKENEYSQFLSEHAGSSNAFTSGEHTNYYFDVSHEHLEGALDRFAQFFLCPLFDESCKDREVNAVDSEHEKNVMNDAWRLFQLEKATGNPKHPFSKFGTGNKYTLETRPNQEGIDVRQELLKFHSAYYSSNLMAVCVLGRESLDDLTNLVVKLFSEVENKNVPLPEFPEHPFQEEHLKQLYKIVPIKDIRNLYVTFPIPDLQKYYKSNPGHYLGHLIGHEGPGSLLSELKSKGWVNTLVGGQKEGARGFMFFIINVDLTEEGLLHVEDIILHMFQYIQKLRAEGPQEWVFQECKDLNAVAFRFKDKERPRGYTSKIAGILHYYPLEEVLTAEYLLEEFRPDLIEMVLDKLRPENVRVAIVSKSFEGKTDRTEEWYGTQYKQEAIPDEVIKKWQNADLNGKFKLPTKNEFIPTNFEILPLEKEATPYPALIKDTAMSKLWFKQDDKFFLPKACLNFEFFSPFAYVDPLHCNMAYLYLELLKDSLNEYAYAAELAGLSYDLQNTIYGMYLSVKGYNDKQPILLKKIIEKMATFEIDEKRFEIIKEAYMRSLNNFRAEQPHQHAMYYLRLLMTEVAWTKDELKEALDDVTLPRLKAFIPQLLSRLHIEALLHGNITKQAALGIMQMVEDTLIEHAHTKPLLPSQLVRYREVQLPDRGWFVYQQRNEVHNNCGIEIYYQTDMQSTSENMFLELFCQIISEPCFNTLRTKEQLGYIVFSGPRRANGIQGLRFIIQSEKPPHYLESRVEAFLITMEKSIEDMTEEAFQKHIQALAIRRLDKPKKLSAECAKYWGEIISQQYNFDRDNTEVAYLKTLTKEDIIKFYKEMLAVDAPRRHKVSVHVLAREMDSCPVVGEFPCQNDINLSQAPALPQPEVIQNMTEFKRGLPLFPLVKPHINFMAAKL
M18AAP inhibitor – blocks P. falciparum M18 aspartyl aminopeptidase | recombinant PfM18AAP, H-Glu-NHMec fluorogenic cleavage | inhibition, % at 7.35 µM | 290,000 compounds, 1.2% hits;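 active = inhibition above the campaign mean inhibition over all tested compounds plus 3 SD, cut at about 28% in these data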;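 note: 0% = plate median of test compound wells and 100% = 2 mM ZnCl2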
IDE inh – inhibitors of human insulin-degrading enzyme in cells; P14735; 320,000 compounds, 0.41% hits; HEK cells, FAbetaB cleavage, fluorescence polarization; inhibition, % at 5.59 µM;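 active = percent inhibition above the average of all tested compounds plus 3 SD, set per screening campaign, cut at about 16% in these data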;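 note: IDE supplied by intact live HEK cells; FP after avidin binding of uncleaved biotin substrate so inhibition keeps polarization high; 0% = DMSO wells and 100% = 60 µM reference IDE inhibitor Ii1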
FID counter – fluorescent intercalator displacement, NS3 helicase counter-screen. inhibition, % at 7.9 µM. 290,000 compounds, 0.17% hits. AID 1845. DNA fluorescent intercalator displacement, fluorescence; in the data active = inhibition above about 37%;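 note: 0% = vehicle and 100% = reference compound; higher means more ethidium bromide displaced from hairpin DNA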
* hit, by the source's call; nt = no result given.

The line under a structure holds: NS3 helicase inh	p-CIP stab down	UBC9 SUMO inh	VIM-2 inhibitor	IMP-1 inhibitor	IDE cell activ	M18AAP inhibitor	IDE inh	FID counter
- OCC1(CC2CCCCO2)CCN(Cc2ccccc2-c2ccco2)CC1 (stereo not given)
→ 4.4	-8.2	18.6	-0.5	-1.4	5.6	2.8	-0.2	-1.2
- CC(C)c1cc(CNC(=O)C2CCC(=O)N(Cc3ccccc3F)C2)on1 (stereo not given)
→ 33.8	-16.1	12.8	-0.6	-1.6	-2.7	-3.1	6.8	-17.7
- Cc1ccc(NC(=O)N2CCc3ccccc3C2)cc1
→ 8.6	1.7	-7.3	-3.3	-2.9	4.8	-7.8	1.2	-13.5
- CCOc1ccc(/C=N/NC(=O)c2cc3c(OC)cccc3[nH]2)cc1
→ -11.9	1.9	34.8	-0.5	4.0	-0.2	2.8	-0.5	-21.7
- CC12CC3(C)CC(C)(C1)CC(C(=O)NC(=S)N1CCOCC1)(C2)C3
→ 11.4	-13.9	20.9	-4.9	-2.7	-1.7	-12.3	-6.5	-0.2
- O=C(NNC(=S)NCc1ccccc1)c1ccccc1OC(F)F
→ 6.8	-7.4	4.8	-5.4	-1.9	-0.1	-0.2	4.1	-3.7
- COC(=O)CNC(=O)C(CCSC)NC(C)=O (stereo not given)
→ 7.3	-6.4	12.8	-2.3	-2.3	6.4	-5.5	3.4	-9.7
- COc1ccc(-c2nc(NC(=O)c3n[nH]c(=O)c4ccccc34)sc2C)cc1
→ -7.9	-1.2	6.5	-4.2	-2.5	-1.1	4.2	0.8	-6.3
- Cc1cccc(NC(=O)NC2CCCCCCC2)c1
→ 5.5	-5.8	-11.7	-1.8	0.4	-1.4	-0.3	nt	-20.3
- O=C1C2C3C=CC(CC3)C2C(=O)N1/N=C/c1ccc(O)c(O)c1 (stereo not given)
→ 7.4	3.9	-7.0	-0.7	-1.9	5.8	53.7*	-1.4	-1.0
- CN(C)CCCn1c(SCC(=O)Nc2sc3c(c2C#N)CCCC3)nnc1-c1ccncc1
→ -9.2	3.3	-0.2	0.2	-2.7	-0.6	9.6	-4.3	16.4
- CCOC(=O)CSc1nnc(-c2ccccc2)c(-c2ccccc2)n1
→ -11.1	-6.0	5.2	-0.8	-3.0	-0.2	1.5	nt	-30.4
- Cn1cc(C(F)(F)F)nc1-c1ccc(OCC(O)CNCCOc2ccc(O)c(C(N)=O)c2)cc1 (stereo not given)
→ nt	-1.1	12.0	nt	nt	2.7	nt	3.6	nt
- Cc1ccc(OCC(O)CN2CCOCC2)cc1C (stereo not given)
→ -0.4	-4.3	6.0	-0.7	0.0	4.4	-15.7	2.6	6.4
- Cn1ccc(C(=O)OCC(=O)Nc2ccccc2Cl)n1
→ -0.3	-7.2	3.7	-2.8	-3.0	1.5	3.5	nt	-4.0
- CN1C(=O)c2ccc(C(=O)NCc3ccccc3)cc2C1=O
→ -6.4	-8.1	-12.4	-2.0	-4.7	6.6	2.1	-3.0	1.7
- COC(=O)c1sc(NC(=O)/C=C/c2ccc(C)o2)nc1C
→ 11.3	-34.8	9.5	-2.0	-3.4	0.4	-2.2	5.4	-8.9
- CCOC(=O)c1cn2nc(Oc3ccc(OC)cc3)ccc2n1
→ 6.9	1.1	6.5	-2.9	-3.1	1.1	-4.5	6.1	-12.8
- OCCN(CCCn1c(C(F)(F)F)nc2ccccc21)c1nc(CN2CCCCC2)cs1
→ 9.7	-4.3	11.5	0.4	-3.5	0.0	4.0	-0.7	0.8
- c1ccc(Oc2ccc(-c3ccnc4nc(N5CCOCC5)nn34)cc2)cc1
→ 4.7	-1.5	46.8	-1.1	-4.0	2.1	-15.8	2.5	-15.8
- Oc1ccc(Cl)cc1-c1cc(-c2ccccc2Cl)[nH]n1
→ 4.8	-8.0	6.2	-5.2	-0.2	4.7	5.8	-1.2	0.3
- Cc1ccc(Sc2c(C#N)c(-c3ccccc3)nn2C)cc1
→ -5.2	2.0	14.6	-3.8	1.3	4.0	-0.6	1.4	0.0
- Cc1csc(NC(=O)CSc2nnc(-c3cccnc3)o2)n1
→ 1.7	-3.5	-0.9	-5.0	-1.6	2.4	19.8	3.6	-8.1
- CCC1C(=O)N=C(SCC(=O)Nc2ccc(C(=O)OC)cc2)NC1=O (stereo not given)
→ -2.1	-21.1	1.0	-4.1	-4.1	-3.2	5.1	-6.1	0.0
- Cc1ccc(N(O)C(=O)NCCCCNC(=O)N(O)c2ccc(C)cc2)cc1
→ 1.5	7.4	6.1	1.9	-0.3	4.0	12.4	0.3	-13.6
- CCOC(=O)N1CCN(C(=O)C2CCN(C(=O)c3ccc(C(C)(C)C)cc3)CC2)CC1
→ -3.3	-15.2	3.5	-1.1	-4.4	3.8	7.0	-0.1	-45.1
- O=S(=O)(c1ccccc1)N1CCN=C1SCc1ccc(Cl)c(Cl)c1
→ -5.2	-0.6	-28.3	-0.9	-2.3	7.3	-8.9	-0.7	1.1
- CCOC(=O)c1c(C)[nH]c(C(=O)OCC(=O)N(C)C2CCS(=O)(=O)C2)c1C (stereo not given)
→ 2.4	-1.3	8.7	-1.0	-0.5	-3.5	-10.4	-2.8	-9.7
- C=C(C)COc1ccc(-c2ncncc2-c2ccc(OC)cc2)c(O)c1
→ -2.2	-2.6	-29.0	-3.0	-2.5	1.7	-1.5	-2.5	-29.6
- CCOc1cccc(OCCCCn2ccnc2)c1
→ -9.5	2.3	-11.8	0.8	-5.0	-1.9	-18.2	-1.6	11.2

Next part
The line under a structure holds: NS3 helicase inh	p-CIP stab down	UBC9 SUMO inh	VIM-2 inhibitor	IMP-1 inhibitor	IDE cell activ	M18AAP inhibitor	IDE inh	FID counter
- O=C(CN1CCOCC1)NCCNS(=O)(=O)c1ccccc1
→ 3.7	-8.6	5.8	-3.7	-2.3	0.0	-2.1	2.2	0.2
- COC(=O)C1C(C(=O)OC)C1(c1ccccc1)c1ccccc1 (stereo not given)
→ 1.3	-10.6	5.2	-2.0	-1.9	4.8	-5.3	11.1	-6.5
- N#CC1=C2SC=C(c3ccc(Br)cc3)N2CCCC1=O
→ -11.4	9.4	7.6	-4.6	-1.0	3.4	-2.2	-1.9	-2.3
- COc1ccc(N(C(=O)CNC(=O)c2cccs2)C(C(=O)NCC2CCCO2)c2ccc(OC)c(OC)c2)cc1 (stereo not given)
→ 12.6	-4.2	6.7	-3.3	-3.3	2.8	-5.0	-0.3	-35.0
- CCOc1cccc2sc(N(CCCN(C)C)C(=O)c3ccc(S(=O)(=O)N(C)CC4CCCO4)cc3)nc12 (stereo not given)
→ -74.1	4.0	-19.6	-4.0	-1.3	3.0	1.7	0.5	26.5
- COc1ccccc1CNC(=O)C(NC(=O)Nc1ccccc1)C(C)C (stereo not given)
→ -1.7	3.3	8.7	-0.4	-1.9	4.2	-0.1	1.0	-8.0
- Cc1ccc(CNC(=O)CC2Nc3c4ccccc4nc(=S)n3C2=O)cc1 (stereo not given)
→ 19.9	6.8	-1.2	-1.2	-2.4	nt	5.6	-1.3	-4.8
- COc1ccc(NC(=O)c2cc(F)c(F)cc2Cl)cc1Cl
→ 1.1	-11.4	-3.0	-1.4	-2.4	5.2	-16.6	-1.8	-9.1
- COc1ccc(C(NC(=O)/C=C/c2ccco2)c2ccc(OC)c(OC)c2)cc1OC
→ 20.1	-0.6	-6.6	-2.8	-3.7	4.1	-38.0	3.7	-40.7
- COc1ccc(CCNC(=O)C2CCC(CNc3c(N4CCCC4)c(=O)c3=O)CC2)cc1OC (stereo not given)
→ 1.2	-5.6	9.6	-1.9	-2.3	4.5	0.7	8.9	-20.6
- O=C(Nc1ccc(Oc2ccc(NC(=O)Nc3ccccc3Cl)cc2)cc1)Nc1ccccc1Cl
→ 6.1	-8.1	27.8	0.4	-2.0	-2.5	-4.4	6.9	3.3
- CC(C)CCC(C)NC(=O)CN1C(=O)NC(C)(c2ccc3ccccc3c2)C1=O (stereo not given)
→ -3.0	-6.0	5.4	-1.5	-1.9	2.8	-0.8	-3.8	-40.9
- CC1=C(C#N)C(Nc2ccc(C)cn2)(C(F)(F)F)C(=O)N1 (stereo not given)
→ 2.8	-6.4	18.5	-2.6	-2.9	0.7	-5.0	-4.6	0.4
- C/C(CC1CC(COCC(C)C)OC1=O)=N\Nc1nc(-c2ccccc2)cs1 (stereo not given)
→ 2.7	8.6	4.6	-2.4	-2.4	2.5	12.6	1.4	-3.4
- CCN(CC)S(=O)(=O)c1ccc(Cl)c(NC(=O)COC(=O)/C=C/c2ccc(O)c(OC)c2)c1
→ -4.1	-5.9	-6.1	-1.5	-3.2	0.0	17.9	6.2	-22.9
- Cc1nc2sccn2c(=O)c1S(=O)(=O)Nc1ccc(N2CCN(C(=O)C(C)C)CC2)cc1
→ 1.5	3.7	-2.9	0.1	-1.0	7.5	1.1	-0.9	-14.1
- COc1cccc(NC(=O)Cc2c(C(=O)O)[nH]c3ccccc23)c1
→ 9.0	2.0	3.2	0.4	-1.5	2.4	1.1	1.4	-14.3
- c1coc(Cn2nnnc2CN2CCN(C3CCCC3)CC2)c1
→ 2.6	-4.3	-2.0	-4.8	-5.5	-5.1	4.2	-2.0	6.8
- CC(=O)c1cccc(NC(=O)Nc2c(C)nn(C)c2C)c1
→ -2.7	0.3	-6.4	-1.6	2.5	6.1	-7.6	-2.4	-0.6
- Cc1cc(C)n2nc(SCC(=O)Nc3c(C)nn(-c4ccccc4)c3C)nc2n1
→ 4.7	0.1	3.0	-3.3	-5.0	3.1	-8.3	-1.4	-15.1
- CCCCN=C1NN=C(c2ccc3c(c2)OCCO3)CS1
→ -18.5	-3.5	15.1	-1.8	-2.3	nt	14.1	-4.3	1.2
- COc1ccc(CC(=O)Nc2nnc(SCc3ccccc3)s2)cc1S(=O)(=O)N1CCOCC1
→ -2.6	-6.5	4.5	-4.1	0.2	1.9	1.5	-4.9	-16.4
- COc1ccc(-n2ncc3c(=O)n(CC(=O)OCc4ccccc4)cnc32)cc1
→ -4.3	7.8	-5.8	-3.5	-2.3	7.0	-0.3	3.1	-2.1
- Cc1ccc(C(=O)Nc2nc(-c3ccc(F)cc3)cs2)o1
→ 23.9	-3.2	-13.8	2.9	1.5	2.8	8.2	-0.4	-16.3
- CCc1ccc(OCC(=O)O/N=C(\N)c2ccncc2)cc1
→ -0.9	8.2	-17.5	0.8	-2.2	-0.2	7.6	0.1	-31.2
- COc1cc(NC(=O)CN2CCN(c3ccccc3)CC2)c(C)cc1[N+](=O)[O-]
→ 1.3	-1.9	11.7	-3.6	-5.0	5.8	-4.9	2.2	-2.1
- Cc1cc(-c2c(C(=O)N3CCOCC3)c(C)nn2-c2cccc(C(F)(F)F)c2)no1
→ -6.1	-5.6	13.5	-2.2	-1.5	7.4	3.3	1.1	-16.8
- CCC1(C)CC(=O)N(c2ccc(C(=O)O)c(O)c2)C1=O (stereo not given)
→ -5.2	0.0	7.8	-0.3	0.8	3.9	-1.7	-2.4	3.1

Screening data (PubChem BioAssay)
